Neddylation inh: inhibitors of human cullin neddylation; AID 651699; 360,000 tested, 0.58% active; TR-FRET cullin neddylation, biochemical; calls only at 25 µM; P61081+Q13564; in the data active = inhibition above about 36%
FAS-TE inh: blocks the thioesterase domain of human fatty acid synthase; P49327; recombinant FAS-TE, OMFH fluorogenic substrate, fluorescence endpoint; inhibition, % at 15 µM; 360,000 tested, 0.67% active; AID 602261;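 active = compounds whose normalised, plate-corrected inhibition of enzyme fluorescence in the single-dose primary screen is 50% or more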;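 note: 0% = DMSO with enzyme and 100% = substrate without enzyme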
MsrA inh: inhibitors of bovine MsrA; purified bovine MsrA, absorbance read-out; inhibition, % at 15.5 µM; 360,000 tested, 0.75% active; in the data active = inhibition above about 4.5%;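 note: 0% = vehicle wells with enzyme and 100% = reference inhibitor wells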
SKN-1 inh: inhibitors of C. elegans SKN-1; C. elegans VP596 Pgst-4::GFP/RFP ratio, acrylamide-induced, 24 h; inhibition, % at 21.8 µM; 360,000 tested, 0.49% active;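 active = interference check ratio from 0.5 to 1.5 plus GFP to RFP signal ratio inhibition reaching or exceeding a fixed threshold, cut at about 30% in these data, passing the limit was not always enough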; note: some compounds called inactive have numbers as strong as hits
Rin1-Abl PPI inh: human Rin1-Abl interaction inhibition; TR-FRET Rin1/Abl binding, biochemical; P00519+Q13671; AID 588664; 360,000 tested, 0.4% active; inhibition, % at 7.35 µM; in the data active = inhibition above about 5%, passing the limit was not always enough
bovine MsrA act: activators of bovine methionine sulfoxide reductase A. activation, % at 10.6 µM. purified bovine MsrA, absorbance read-out. 360,000 tested, 0.3% active; in the data active = activation above about 7.5%;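 note: 0% = vehicle and 100% = reference activator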
E coli Lon inh: E. coli protease La inhibition; inhibition, % at 7.94 µM; P0A9M0; AID 602123; 360,000 tested, 0.42% active; purified E. coli Lon protease, fluorescence polarization; in the data active = inhibition above about 13%, passing the limit was not always enough;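 note: 0% = enzyme with probe and DMSO and 100% = no enzyme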
Target sequence (P0A9M0 whole entry, looked up): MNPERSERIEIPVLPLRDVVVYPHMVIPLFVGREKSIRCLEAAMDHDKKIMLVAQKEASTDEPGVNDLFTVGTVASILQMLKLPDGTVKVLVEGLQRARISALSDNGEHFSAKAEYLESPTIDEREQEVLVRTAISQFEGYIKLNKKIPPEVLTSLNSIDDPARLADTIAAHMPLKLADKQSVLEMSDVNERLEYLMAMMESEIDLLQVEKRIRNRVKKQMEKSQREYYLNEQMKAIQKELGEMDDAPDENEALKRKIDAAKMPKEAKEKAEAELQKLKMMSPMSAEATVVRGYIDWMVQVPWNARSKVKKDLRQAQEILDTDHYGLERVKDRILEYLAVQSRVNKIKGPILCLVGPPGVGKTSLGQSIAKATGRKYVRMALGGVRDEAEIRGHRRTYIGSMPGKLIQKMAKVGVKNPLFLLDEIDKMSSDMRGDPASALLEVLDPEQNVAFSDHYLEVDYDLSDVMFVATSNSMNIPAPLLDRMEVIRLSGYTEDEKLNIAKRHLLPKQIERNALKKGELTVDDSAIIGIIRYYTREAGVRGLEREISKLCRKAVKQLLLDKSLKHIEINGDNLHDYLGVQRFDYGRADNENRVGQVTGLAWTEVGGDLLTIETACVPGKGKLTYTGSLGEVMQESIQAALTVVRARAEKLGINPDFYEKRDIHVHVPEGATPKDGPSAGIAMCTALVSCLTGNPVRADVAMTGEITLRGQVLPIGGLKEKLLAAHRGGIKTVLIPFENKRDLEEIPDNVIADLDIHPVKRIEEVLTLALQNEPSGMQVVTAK
MT1-MMP act inh: blocks activation of human MT1-MMP | AID 651647 | HT1080 RFP-PRO-GFP cells, GFP/RFP ratio fluorescence, overnight; percent of plate control window, DMSO zero | GFP/RFP ratio change, % at 20 µM | 360,000 tested, 0.061% active;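 active = GFP/RFP ratio change of at least 30% with cell ATP level not reduced by more than half and red fluorescence within 50% of control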; note: strong numbers were not always called active
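Read-out: GFP/RFP fluorescence ratio; Test system: RFP-PRO-GFP reporter HT1080 cells; Compound dosing: single-point 20 µM compound, 1% DMSO; Times: overnight compound exposure at 37 °C.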
CendR NRP1 mod: alters CendR peptide binding to human NRP-1; FAM-RPARPAR peptide binding to NRP-1, fluorescence polarization; O14786; AID 602438; 360,000 tested, 0.85% active; inhibition, % at 25 µM;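 active = inhibition or corrected inhibition above about 18%, plus a signal ratio from 0.5 to 1.5, limit read from the data, passing the limit was not always enough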; note: strong numbers were not always called active
Starred values were filed as active, the others as inactive; i = inactive; . = not tested or not shown; + = active, no number.

The line under a structure holds: Neddylation inh, FAS-TE inh, MsrA inh, SKN-1 inh, CendR NRP1 mod, bovine MsrA act, MT1-MMP act inh, Rin1-Abl PPI inh, E coli Lon inh
> CCc1cccc(OCC(O)Cn2c(N3CCCCC3)nc3c2c(=O)[nH]c(=O)n3C)c1 (configuration not stated)
 : i, 1, -0.7, -3, 12, -1, 1, -3, -3
> C[C@@H](O)C1NC(=O)[C@H](CCCCN)NC(=O)c2cc([N+](=O)[O-])cc(I)c2OCC[C@@H](C(N)=O)NC1=O (some centres not stated)
 : i, -16, 0.4, 7, 10, -4, -2, 0, 2
> CCNC(=O)C12CCC(C)(c3nc4cc(C)c(C)cc4nc31)C2(C)C (configuration not stated)
 : i, -6, 2.5, 6, 7, -5, -3, 1, -3
> COc1ccc(NC(C)=O)cc1CNC(=O)COc1ccccc1C(=O)Nc1cccc(C)c1C
 : i, -5, -0.7, 0, 5, -1, -1, 2, 1
> Cc1nc2ccc(C(=O)N3c4ccccc4N=C(c4ccc(C(F)(F)F)cc4)C3C(=O)NC(C)(C)C)cc2[nH]1 (configuration not stated)
 : ., ., 1.0, 2, -10, ., 8, ., .
> Nc1ccc(SCc2nc3cccc4c3n2CCC4)cc1
 : i, -4, 0.3, 25, 5, -1, -1, -3, 11
> Cc1cc(Br)c(NC(=O)c2ccccc2[N+](=O)[O-])cc1C
 : i, 5, 1.1, 6, 4, -1, -3, 2, -4
> Cc1nn(Cc2ccc(F)cc2)c(C)c1NC(=O)CCCn1nc([N+](=O)[O-])cc1C
 : i, -4, 1.7, -8, -17, -3, -4, 0, -2
> COc1cc2ncnc(Nc3ccc4c(c3)OCO4)c2cc1OC
 : i, 0, 2.0, 10, 2, -3, -2, -5, -1
> CC(=O)c1ccc(N2CCN(C(=S)Nc3cc(C)ccc3C)CC2)cc1
 : i, -7, 2.0, 9, -7, -4, -1, -2, 1
> CCOC(=O)c1ccc(Oc2nc(NC(C)(C)C)nc(N(C)C)n2)cc1
 : i, 23, 0.3, -16, 9, 2, -38, 2, 2
> CCc1ccccc1NC(=O)CSc1nnc([C@H](CCSC)NC(=O)OC(C)(C)C)o1
 : i, -2, 0.1, -22, 5, -6, 0, 0, -4
> O=C(c1cccc(Cl)c1)N1CCCC(C(=O)N2CCN(c3ccccc3)CC2)C1 (configuration not stated)
 : i, -3, -1.2, 13, 6, -4, -3, -1, -7
> CCC1=C(OC(=O)N(CC)CC)N2C(=O)OC(=NCCc3c[nH]c4ccccc34)[C@]2(C)[C@H]2C1=CC[C@H]1C(=O)N(CC(=O)OC)C(=O)[C@H]12
 : i, 4, -0.7, 21, 2, -1, -8, 1, -3
> COc1cc2c(cc1OC)-c1cc(Nc3ccc(F)cc3)nc(=O)n1CC2
 : i, 2, 2.3, -7, 0, -9, 4, -2, 4
> Cc1cc(N2CCCC2=O)cc(C)c1CN1C(=O)c2ccccc2C1=O
 : i, 26, 0.0, 7, 4, -2, -4, -2, -7
> Cc1cc(C)c(C)c(S(=O)(=O)N2CCN(C)CC2)c1C
 : i, -4, -0.2, -1, -12, -3, -3, 3, -5
> CCCc1ccc(-c2ccc(F)c(N)c2)nc1
 : i, -4, -0.7, 20, -35, -4, 8, 1, -2
> CCCCOC(=O)NC1(C)CCS(=O)(=O)C1 (configuration not stated)
 : i, -12, -0.4, -3, -9, -8, 2, 4, -6
> CCOc1ccc(-c2cc(C(=O)NCC3CCCO3)c3ccccc3n2)cc1 (configuration not stated)
 : ., 2, 0.4, 10, 12, -3, 6, 1, 1
> COc1ccc2nc(Nc3nc(CSc4nnnn4-c4ccccc4)cc(=O)[nH]3)nc(C)c2c1
 : i, 6, 0.8, 18, -22, 0, 14, 4, -6
> N#Cc1nc(-c2ccco2)oc1N1CCCC1
 : ., -3, 3.7, -16, 16, 0, 2, 1, 1
> CN1C(=O)CSc2ccc(NC(=O)N3CCc4ccccc43)cc21
 : i, 28, 0.2, 19, -7, -2, 4, 0, 7
> CCOC(=O)c1oc2cc(OCC(N)=O)ccc2c(=O)c1-c1ccc(OC)c(OC)c1
 : i, -9, 1.6, 20, -3, -5, 4, 3, -8
> Cc1ccc(-n2ncc(C(=O)N3CCc4ccccc4C3)c2NC(=O)c2ccco2)cc1C
 : i, -9, 0.4, 15, -15, -2, 0, -1, -2
> Cc1nc(-c2ccc(C(=O)N3CCCC3)cc2)cs1
 : i, -2, 0.3, -19, 4, -11, 2, 6.2*, 9
> CCOc1ccccc1C(=O)NCC(=O)N(C)Cc1ccccc1C
 : i, -1, -0.3, 4, -10, -3, 2, 1, -8
> O=C(NCc1cccnc1)c1ccc(COc2cccc3ccccc23)o1
 : i, -75, 0.8, -4, -11, -2, -2, 0, 1
> O=C1Nc2cc(Cl)ccc2Nc2cscc21
 : i, -4, 2.0, 8, -2, -2, -5, 0, 3
> COc1ccc(OC(C)C(=O)Nc2cccc([N+](=O)[O-])c2)cc1 (configuration not stated)
 : i, 28, -0.1, -2, -2, -7, 3, -1, 1
> COc1cc(NC(=O)CSc2cc(C)c3cc(C)cc(C)c3n2)c(C(=O)O)cc1OC
 : i, 3, -0.1, -2, -4, 1, 3, 0, -9
> CCn1c(C)nc2cc(-c3nc4n(n3)Cc3ccccc3-4)ccc21
 : i, -4, ., 7, 13, 2, 9, -3, -2
> O=c1[nH]ncc(N/N=C\c2cccnc2)c1Cl
 : i, -1, 2.2, 11, -3, -3, 7, -2, 6
> C/C(=N\OCC(=O)OC(C)C(=O)Nc1ccc(C)c(S(=O)(=O)N2CCOCC2)c1)c1ccc2c(c1)OCO2 (configuration not stated)
 : i, 21, 1.3, 2, -2, -2, -3, 1, -1
> CC(=O)c1ccc(N=C2SCCCN2C(=O)C2CCCC2)cc1
 : i, 1, -0.4, 1, 14, -4, 0, 5, 1
> Cc1cc(C(=O)NCc2cc(F)cc3c2OCOC3)nn1C
 : i, -3, -1.1, -9, -3, -2, -6, 6, -2
> Cc1cccn2c(=O)nc(SCC(=O)NCc3ccccc3Cl)nc12
 : i, 0, 3.0, -1, -1, -4, -2, 0, -4
> Cc1cc(NC(=O)CN2CCCCC2)no1
 : i, -4, 0.5, 0, 4, -4, 7, 0, -23
> CC(C)Nc1nnc(SCC(=O)NCc2ccc3c(c2)OCO3)s1
 : i, -5, 0.4, 4, 6, -4, -1, 2, 0
> Fc1ccc2[nH]c3c(NCc4ccccc4)ncnc3c2c1
 : +, 3, 1.0, 8, 2, -5, 18, 2, 7
> O=C(CCCCC(=O)Sc1ccccc1)Sc1ccccc1
 : i, 28, 0.0, 8, -9, -3, -9, 5, -4
> CO/N=C(\Cn1ncc(N2CCCC2)c(Br)c1=O)c1ccc(Cl)cc1
 : i, 11, 0.1, -13, -3, -4, -1, -2, -1
> COc1ccc(CNCCc2ccccc2)cc1OCC(N)=O
 : i, -8, -0.6, 12, 4, -1, -2, -1, -4
> CC1(C(=O)NCCc2ccccc2)Cc2c(-c3cccc(C(N)=O)c3)ccnc2O1 (configuration not stated)
 : i, -12, 0.4, 2, 1, -2, -5, 2, -12
> O=C(OCC#CCSc1nnc(-c2cccc3ccccc23)o1)c1cccs1
 : ., 30, 2.5, 15, -7, -3, 11, -4, -13
> Cc1ccc(C)c(Nc2nc3ccccc3n3cnnc23)c1
 : i, -2, 11*, 6, 5, -3, 0, -4, -6
> O=C(NCCc1ccccc1)c1ccccc1Cl
 : i, -3, 0.2, 13, 5, -1, -2, 0, 0
> CC(=O)C1=C(O)C(=O)OC1c1ccc(Cl)cc1 (configuration not stated)
 : i, -4, 1.7, 1, 8, -4, 2, -2, 10
> Cc1cc(NS(=O)(=O)c2ccc(NC(=O)C(C)Oc3ccc(C(C)C)cc3)cc2)no1 (configuration not stated)
 : i, 2, -0.1, 5, 12, -2, 0, 2, 0
> COc1ccc2cc(C#N)c(SCC(=O)Nc3nonc3C)nc2c1
 : i, -4, -0.3, 10, -14, -1, -24, 0, -12
> COc1ccc(C(=S)N2CCOCC2)cc1OS(=O)(=O)c1ccc(Br)cc1
 : i, 25, -0.5, 0, 14, -3, 2, 1, -11
> N#Cc1ccccc1Sc1ccccc1C(=O)OCC(=O)NC1CCCCC1
 : i, -8, 3.8, 11, -4, -1, -3, -66, -2
> COc1ccc(C(=O)Nc2ccccc2C(=O)Nc2ccc(C(=O)O)cc2)cc1
 : i, -1, -0.1, 9, -15, -4, -2, -2, 5
> CCCC[C@@H]1CNC(=O)C(=O)N1CCCC
 : i, -8, -0.9, 0, -10, -7, 9, ., -1
> Cc1ccccc1NC(=O)c1ccc(F)c(S(=O)(=O)N2CCN(c3ccccn3)CC2)c1
 : i, 18, ., 12, -1, -3, 5, -1, 5
> COc1ccc(-c2cn3cc(C)ccc3n2)cc1Br
 : i, 7, 1.7, 9, -4, -6, 7, -1, -5
> COc1cccc(NC(=O)CCN2C(=O)c3ccccc3S2(=O)=O)c1
 : i, 0, -0.4, 20, -4, -1, 6, -1, -10
> CCOc1ccc(OCCOCCOc2ccccc2Cl)cc1
 : i, 17, 0.5, 0, 4, -2, 0, -1, 0
> CC(C)(C)OC(=O)N1CSC[C@H]1C(=O)NC[C@H](CC(=O)O)c1ccc(Cl)cc1
 : i, -3, -0.5, 5, 2, -2, 4, 0, 3
> CCN(CC)S(=O)(=O)c1ccc(-c2nnc(SCC(=O)N3CCOCC3)o2)cc1
 : i, -9, 0.5, 1, 0, 0, 2, -5, 1

(cont.)
The line under a structure holds: Neddylation inh, FAS-TE inh, MsrA inh, SKN-1 inh, CendR NRP1 mod, bovine MsrA act, MT1-MMP act inh, Rin1-Abl PPI inh, E coli Lon inh
> COc1ccc2c(c1)c(CCN1C(=O)c3ccccc3C1=O)cn2C(=O)c1ccco1
 : i, 7, 0.3, 8, 4, 0, 3, -1, 1
> CCOc1cccc2cc(C(=O)Nc3ccccc3-c3ccccc3)c(=O)oc12
 : i, 4, -0.9, 3, -5, 0, -4, 1, 0
> Cc1c(NC(=O)CN2C(=O)NC(C)(c3ccc(Cl)cc3)C2=O)c(=O)n(-c2ccccc2)n1C (configuration not stated)
 : i, -5, 0.8, 8, 2, -1, -3, 1, -3
> O=C(CCCSc1ccccc1)Nc1nc(-c2ccco2)c(-c2ccco2)s1
 : i, 32, -0.6, 3, -25, -7, -8, 2, -6
> Cc1cccc(N2CCN(C(=O)CC(NC(=O)c3ccccc3)c3ccccc3)CC2C)c1 (configuration not stated)
 : i, 4, -0.3, 6, -16, -2, -2, -2, 5
> Cc1ccc(C(=O)NCCN2CCOCC2)cc1Cl
 : i, -11, 1.0, 13, -2, 0, 0, 3, -4
> CC1(C(=O)O)CCC(C(=O)Nc2ccc(S(N)(=O)=O)cc2)C1(C)C (configuration not stated)
 : i, -6, 0.0, 20, 6, 1, 1, 3, 0
> CCCCn1nnnc1SCC(=O)Nc1ccc(N(C)C)cc1
 : i, -4, 0.4, -24, -6, -8, -1, 2, -4
> CCCCNC(=S)NC(C)(C)CO
 : i, -12, 0.8, 5, -1, -3, 7, 2, 4
> O=C(COc1ccccc1Cl)NCCc1ccc2c(c1)OCCO2
 : i, -3, -0.6, 1, -7, -5, -2, -1, -15
> CCc1noc(C)c1C(=O)N1CCCC(C(=O)c2ccc(OC)c(F)c2)C1 (configuration not stated)
 : i, -12, 0.8, 6, 3, -6, 0, -3, -9
> COc1cc2cnncc2cc1OC
 : i, -4, 1.2, 14, -3, 3, 3, 4, 1
> CCNCCC(=O)N1c2ccccc2Sc2ccc(NC(=O)OCC)cc21
 : i, -8, -1.3, 4, 4, -9, 1, 3, 0
> Cn1c(CCN2CCOCC2)nc2cc(NC(=O)COc3ccc([N+](=O)[O-])cc3)ccc21
 : i, 5, -0.6, -6, -10, 4, -2, -7, -12
> COC(=O)c1cc([N+](=O)[O-])ccc1N1CCN(Cc2ccccc2)CC1
 : i, 10, 1.6, 8, -5, -4, 1, 5, -6
